Coupling enz – inhibits coupling enzyme system, counter-screen for aldolase hits | coupling enzyme system counterscreen, AmpLite Red fluorescence | activity change, negative = inhibition, % at 58.2 µM, hits read low | 290,000 tested, 0.67% active; in the data active = activity change below about -30%; note: % is set by controls: 0 for no effect and ±100 for the full control effect
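Final compound at 57.5 uM, incubated 10 min at RT with coupling enzyme reagent (glyceraldehyde-3-phosphate), then 20 min with substrate and AmpLite Red detection. Fluorescence read at 525/598 nm; tests interference with the coupling assay, not aldolase inhibition.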
Menin MLL FP TR – displaces Texas Red mutant MLL peptide from human menin | Menin + Texas Red MLL mutant peptide, fluorescence polarization | O00255 | 270,000 tested, 0.23% active | Potency, µM (top dose mostly 61.6 µM), without a hit: top-dose FP activity change, negative = inhibition, actives largely listed as inhibitors; active = well fitted inhibition curve with a large enough effect in the polarisation, with a control signal flat, not every such curve was filed as active; inconclusive = small, poorly fitted or top-dose-only effect, or effect the other way, or a change in a side signal; inactive = no such curve, though single readings can be large or run the other way; the % refers to the polarisation; note: potency is the fitted concentration of half-maximal effect; % of control where 0% means no effect; many of its hits are not listed in these tables
PKM2 act – increases activity of human pyruvate kinase M2. 260,000 tested, 0.34% active. AID 1631. purified PKM2, Kinase-Glo ATP luminescence, activation; response scale: 0% is enzyme alone, no compound. Potency, µM (doses to about 57.5 µM), without a hit: at the highest dose activation, hits mostly activators; note: potency is the fitted concentration of half-maximal effect; % is set by controls: 0 for no effect and ±100 for the full control effect; nearly all actives have a fitted effect of over 55% in size
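Kinase-Glo luminescence reports ATP generated from ADP (0.1 mM) and PEP (0.5 mM) by purified hPK-M2 after 1 h at room temperature, pH 7.2 imidazole buffer; intermediate enzyme activity allows detecting inhibitors and activators.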
Giardia killer – kills Giardia lamblia. 340,000 tested, 0.15% active. activity change, % at 7.66 µM, hits read low. Giardia lamblia trophozoite viability; in the data active = activity change below about -80%; inconclusive = between about -30% and that limit;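 note: parasites exposed to compound for two days anaerobically before the ATP read; % is set by controls: 0 for no effect and ±100 for the full control effect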
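Viability, read as ATP luminescence: trophozoites at 100 cells/well, compound added, 48 hrs anaerobic at 37 deg C, then 15-30 min room-temperature development before reading.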
USP2a inh – inhibitors of human ubiquitin-specific protease USP2a | O75604 | USP2 core, Ub-CHOP2 coupled fluorogenic reporter, 485/531 | Potency, µM (doses to about 38.3 µM), without a hit: at the highest dose activity change, negative = inhibition, actives largely listed as inhibitors | 330,000 tested, 0.01% active;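 note: potency is the fitted concentration of half-maximal effect; plate controls were DMSO wells for no effect and full inhibition by NEM control for full effect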
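Cell-free coupled assay: 10nM USP2 core preincubated 30min RT with compound in Tris-HCl pH 8.0/CaCl2/CHAPS buffer, then 25nM Ub-CHOP2 and 25nM reporter substrate; fluorescence (Ex 485/Em 531) read after 60min RT, normalized to NEM inhibition, concentration-response curves fitted.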
B2AR arrestin – beta2AR (human) beta-arrestin recruitment activity; P07550; beta-arrestin recruitment to beta2AR, cell-based reporter; Potency, µM (titrated, usually from 46.1 µM), without a hit: top-dose activation, usual class: activators; 330,000 tested, 0.02% active; AID 492947;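 note: potency is the fitted concentration of half-maximal effect; 0% = DMSO controls and full agonism = EC100 isoproterenol or metaproterenol; nearly all actives have a fitted effect of over 65% in size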
KCNH2 3.1 block – blocks the human KCNH2 3.1 channel isoform | activity change, % (tested at about 1.8 µM) | U2OS KCNH2 3.1, thallium flux FluxOr; stronger effect = lower value | AID 720553 | 340,000 tested, 0.95% active;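 active = maximum activity change below -70%; inconclusive = maximum activity change from -70% to -50%; inactive = maximum activity change above -50%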;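 note: thallium influx rate constant from kinetic fluorescence after stimulation buffer; % is set by controls: 0 for no effect and ±100 for the full control effect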
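Steps: virus added to U2OS suspension (4 h, RT, dark); medium with 10% FBS added, cells plated, 37 C overnight; FluxOr/Red40 loading buffer 45 min RT; stimulation buffer, 2 min kinetic read; rate constant normalized.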
TRPV1 ag – activates the human vanilloid receptor TRPV1 | activation, % at 8.33 µM | AID 540275 | 320,000 tested, 0.19% active | TRPV1-expressing cells, Fluo-8 calcium influx, agonist mode; in the data active = activation above about 80%; inconclusive = between about 30% and that limit; note: 0% is about no effect
Target sequence (Q8NER1 whole entry, looked up): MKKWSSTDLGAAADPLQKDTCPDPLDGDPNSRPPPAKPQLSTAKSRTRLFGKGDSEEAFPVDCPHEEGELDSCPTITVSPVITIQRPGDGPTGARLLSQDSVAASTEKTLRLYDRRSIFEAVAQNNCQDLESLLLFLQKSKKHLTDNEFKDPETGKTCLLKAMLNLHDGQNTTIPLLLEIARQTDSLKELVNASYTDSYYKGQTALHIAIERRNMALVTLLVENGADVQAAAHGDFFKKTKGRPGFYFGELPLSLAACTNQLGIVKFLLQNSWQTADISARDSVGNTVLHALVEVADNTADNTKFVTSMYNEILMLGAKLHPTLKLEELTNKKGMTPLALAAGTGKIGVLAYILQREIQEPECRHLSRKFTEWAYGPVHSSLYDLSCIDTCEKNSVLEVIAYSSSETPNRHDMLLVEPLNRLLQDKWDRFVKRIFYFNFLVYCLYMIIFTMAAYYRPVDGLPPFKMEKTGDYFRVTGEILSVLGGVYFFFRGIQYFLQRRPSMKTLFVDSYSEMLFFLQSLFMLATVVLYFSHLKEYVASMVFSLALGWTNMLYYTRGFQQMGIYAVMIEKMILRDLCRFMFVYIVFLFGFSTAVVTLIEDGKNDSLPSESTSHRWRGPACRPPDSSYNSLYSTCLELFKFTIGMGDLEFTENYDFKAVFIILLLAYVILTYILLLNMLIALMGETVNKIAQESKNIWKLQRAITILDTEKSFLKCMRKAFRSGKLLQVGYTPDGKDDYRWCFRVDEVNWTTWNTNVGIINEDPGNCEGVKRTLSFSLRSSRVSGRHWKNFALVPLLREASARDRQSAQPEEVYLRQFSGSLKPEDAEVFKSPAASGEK
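Cells expressing TRPV1 were dye-loaded with Fluo-8 and read kinetically: 10 s baseline, 3 min after compound (agonist portion), then 2 min after EC20 capsaicin (allosteric enhancer portion). Calcium-bound dye fluorescence at 480/520 nm.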
KCNH2 WT inh – blocks the wildtype human KCNH2 potassium channel | Q12809 | U2OS, BacMam KCNH2, thallium flux FluxOr; stronger effect = lower value | activity change, % at 1.84 µM | 340,000 tested, 0.37% active;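 active = maximum activity change below -70%; inconclusive = maximum activity change between -70% and -50%; inactive = maximum activity change above -50%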; note: % is set by controls: 0 for no effect and ±100 for the full control effect
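U2OS cells transduced with wild-type KCNH2 virus are loaded with FluxOr dye for 45 min, and thallium flux is measured in kinetic reads before and after stimulation buffer. Rate constants are normalized to DMSO controls.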
MLL CXXC-DNA inh – blocks binding of human MLL CXXC domain to DNA. Q03164. MLL-CXXC / FITC-HOXA9 DNA fluorescence polarization. Potency, µM (doses to about 115 µM), without a hit: at the highest dose activity change, negative = inhibition, usual class: inhibitors. 290,000 tested, 0.037% active. AID 2662; active = well fitted inhibition curve with a large enough effect in the polarisation, with a control signal flat, not every such curve was filed as active; inconclusive = small, poorly fitted or top-dose-only effect, or effect the other way, or a change in a side signal; inactive = no such curve, though single readings can be large or run the other way; the % refers to the polarisation; note: potency is the fitted concentration of half-maximal effect
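Purified MLL-CXXC (added from a 7 uM solution) was preincubated 5 min at ambient with pinned compounds in 50 mM Tris-HCl pH 7.5, 50 mM NaCl, 1 mM DTT, 0.05% BSA. Fluorescein-labeled HOX-A9 DNA (50 nM solution) followed, 30 min, then polarization read.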
GALK inhibitor – inhibitors of human galactokinase; P51570; Purified GALK, Kinase-Glo residual ATP luminescence; Potency, µM (top dose mostly 57.5 µM), inactives show top-dose activity change, negative = inhibition, hits mostly inhibitors; 270,000 tested, 0.007% active; note: potency is the fitted concentration of half-maximal effect; % is set by controls: 0 for no effect and ±100 for the full control effect
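Human GALK (5 nM) with 35 uM ATP and 100 uM galactose in 20 mM HEPES pH 8.0, 5 mM MgCl2, 60 mM NaCl, 1 mM DTT, 0.01% BSA. After 1 h at room temperature, leftover ATP was read by Kinase-Glo Plus luminescence.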
The depositor's hits bear a star; ? = inconclusive; . = no result given; [ ] = another dose, or the depositor's remark. Unless noted, calls come from the whole dose curve; as a rule, active = well fitted curve in the direction sought with a large enough effect; inconclusive = small, poorly fitted or top-dose-only effect, or another doubt; inactive = no such curve, though single readings can be large; an effect the other way counts as inactive or inconclusive.

Order of results – Coupling enz | Menin MLL FP TR | PKM2 act | Giardia killer | USP2a inh | B2AR arrestin | KCNH2 3.1 block | TRPV1 ag | KCNH2 WT inh | MLL CXXC-DNA inh | GALK inhibitor
OCCNc1nc(Nc2ccc(O)cc2)nc2ccccc12
→ 1 | . | -1% | 15 | 11% | -0.6% | -7 | 0 | 4 | 8% | -1%
Cc1ccc2c(c1)c1c(n2CC(O)CN2CCOCC2)CCCC1 (stereo unspecified)
→ -10 | 1% | -7% | . | -1% | 0.5% | . | 10 | . | 7% | 0%
O=C(CCCC(=O)N(CC(=O)NC1CCCC1)C1CCCC1)Nc1ccccn1
→ 3 | -7% | 1% | 29 | 6% | -0.5% | 9 | 2 | 4 | 1% | 5%
C/C(=C\CNc1ncnc2nc[nH]c12)CO
→ 1 | -3%[24.8 µM] | . | 1 | . | . | 3 | . | -10 | . | .
CC(C)N1CC(C(=O)Nc2ccc(F)c(Cl)c2)CC1=O (stereo unspecified)
→ 1 | -3% | 10% | 8 | 0% | 0.3% | 3 | -5 | 11 | 6% | -1%
COc1ccc(NCc2nnc(SCC(=O)Nc3cc(C)cc(C)c3)o2)cc1
→ -28 | ? | 1% | -3 | -1% | 0.0% | 3 | 2 | 4 | 16% | 0%
Cc1c2cnn(CC(=O)NC3CCCC3)c(=O)c2c(C)n1Cc1ccccc1
→ 0 | -11% | . | -16 | -9% | -0.1% | -1 | 11 | 0 | 14% | 2%
Cc1ccc[n+](/C(C(=S)NCc2ccco2)=C(/[O-])c2ccccc2Cl)c1
→ -32* | -11% | 2% | -2 | 0% | -1.0% | -6 | 1 | 4 | 5% | 0%
CCOC(=O)N1CCN(S(=O)(=O)c2ccc(C(=O)N(CCN(C)C)c3nc4ccc(Cl)cc4s3)cc2)CC1
→ . | . | -4% | -9 | 4% | -0.6% | -19 | 1 | 40 | -2% | -7%
COc1cc(-c2cc(OC)c3c(C)oc(C)c3c(=O)c2)ccc1O
→ 1 | 6% | 0% | -3 | 2% | -0.1% | 16 | 12 | -3 | 26% | 2%
Cc1ccc(C)c(NC(=O)C(=O)NCCc2c[nH]c3ccccc23)c1
→ -4 | ? | 4% | 5 | 3% | 0.5% | 0 | 5 | -3 | -9% | -2%
N#C/C(=N\Nc1cccc2ccccc12)c1nnc2n1CCCCC2
→ 0 | 0% | 11% | -12 | 2% | -0.3% | 11 | -5 | -6 | 16% | -1%
O=Cc1c(N2CCOCC2)nc2ccccn2c1=O
→ 2 | 3% | 25% | 12 | 1% | -0.2% | -9 | -5 | 10 | -1% | 5%
CCc1ccc(NC(=O)NCCN2CCc3ccccc3C2)cc1
→ 3 | -3% | -2% | -6 | -3% | -0.2% | ? | 5 | -11 | -6% | 2%
O=C(N/N=C/c1cccnc1)c1cccc(F)c1
→ 1 | ? | -7% | 25 | 2% | -0.3% | -3 | -1 | -13 | -1% | 2%
CCc1cccc(NC(=S)N(CCOC)C(C)c2ccco2)c1 (stereo unspecified)
→ -21 | . | 12% | 5 | 4% | 0.2% | 0 | 5 | 3 | 8% | -3%
COc1ccc(C(=O)CN2C(=O)COc3ccccc32)cc1
→ 2 | -6% | -9% | 11 | 0% | 0.1% | 3 | 3 | 0 | -8% | -1%
COC(=O)COc1ccc2cccc(-n3cnnn3)c2c1
→ -3 | -2% | -3% | -6 | -3% | 0.0% | -2 | -2 | 5 | -2% | -1%
O=[N+]([O-])c1ccc(CNc2ccc(Cl)cc2)s1
→ -4 | ? | -3% | -21 | 3% | ? | -3 | 3 | -3 | 10% | -8%
O=C(Cc1ccc(Cl)cc1)Nc1ccc(S(=O)(=O)N2CCOCC2)cc1
→ -2 | 26% | . | -13 | -1% | -0.4% | 1 | ? | 6 | 7% | -4%
CCc1ccccc1NS(=O)(=O)c1ccc(OC)c2ncccc12
→ 0 | 0% | 13% | 2 | 0% | -0.9% | 5 | -1 | 9 | 0% | 1%
COc1ccccc1NC(=O)CCCC(=O)OCC(=O)c1ccc(F)cc1
→ . | . | . | 2 | 2% | 0.1% | 7 | 2 | -12 | 3% | 6%
O=C(CCc1nnc(-c2ccc3c(c2)OCO3)o1)NC(c1cccnc1)C(F)(F)F (stereo unspecified)
→ 5 | ? | -6% | -16 | -1% | 0.0% | -4 | 8 | 2 | -2% | 6%
Nc1nc(SCC(=O)Nc2cccc([N+](=O)[O-])c2)n[nH]1
→ . | . | . | 5 | -1% | -0.6% | 1 | . | 5 | . | .
Cc1cc(C)c(NC(=O)C(=O)NCc2ccco2)c(C)c1
→ 0 | -15% | 0% | ? | 0% | ? | 25 | -5 | 9 | -5% | 1%
CCCn1nnc(NC(=O)/C=C/c2ccccc2)n1
→ 0 | -1% | -2% | 5 | 5% | -0.1% | 7 | 2 | 2 | 14% | 12%
Cc1cc(C(=O)N/N=C/c2ccc[nH]2)no1
→ 1 | 16% | -14% | -3 | 3% | 0.2% | 8 | -4 | -1 | 18% | -1%
N[C@@H](Cc1ccc(O)cc1)c1nnc([C@H](CO)NC(=O)C2CCNCC2)o1
→ -1 | -4% | 1% | 0 | 1% | 0.3% | -3 | 3 | 0 | -24% | 0%
CCN1C(=O)CC(Sc2ccccc2C(=O)O)C1=O (stereo unspecified)
→ 0 | 3% | 5% | -2 | 2% | -0.4% | -104* | 1 | -19 | 2% | 0%
Cc1nc(C#N)c(NCc2ccc3c(c2)OCO3)o1
→ 3 | . | 4% | -5 | 4% | 0.3% | 4 | -1 | -13 | 5% | -2%
O=C(NC(=S)NCc1ccccc1)c1cccc(Cl)c1
→ 0 | 0% | 0% | -5 | -6% | 0.9% | -4 | 23 | -1 | 5% | 0%
O=C(NCCOc1ccccc1F)C1CCC(=O)N(CC2CCCCC2)C1 (stereo unspecified)
→ -1 | -1% | 28% | -6 | -1% | -0.4% | -2 | 27 | 1 | -4% | .
O=C(Nc1ccc2ncccc2c1)c1ccccc1Cl
→ 3 | 0% | -2% | 12 | -1% | -0.1% | 5 | 1 | . | -9% | 0%
Brc1ccc2[nH]c3c(N4CCc5ccccc5C4)ncnc3c2c1
→ 3 | 6% | 4% | -19 | 4% | -0.2% | -7 | 2 | -11 | 17% | 0%
COC(=O)c1ccc(NC(=O)Nc2ccc(OC)cc2)cc1
→ 2 | 32%[activator] | -1% | 15 | -1% | -0.1% | 0 | 11 | 1 | -8% | 0%
COc1ccc(CN2CCc3c([nH]c4ccccc34)C2)cc1Br
→ 1 | 39%[activator] | -18% | 1 | -2% | -1.3% | -11 | 0 | 16 | -4% | .
O=C(Nc1cccnc1)c1cc([N+](=O)[O-])ccc1Cl
→ 0 | . | 2% | -19 | 1% | -0.7% | -8 | -1 | -2 | -8% | 3%
CCCc1c(C(=O)N/N=C(\C)c2ccc(O)cc2)nnn1-c1nonc1N
→ 3 | -23% | 3% | 0 | 1% | 0.1% | -11 | -4 | -18 | -6% | -2%
O=C(COc1ccccc1)OCC(=O)c1c[nH]c2ccccc12
→ . | . | . | 12 | 3% | -0.1% | -6 | 15 | -4 | . | .
COc1ccccc1-c1cc(C(=O)N/N=C/c2sccc2C)c2ccccc2n1
→ -9 | ? | 19% | -20 | 2% | 0.2% | -16 | 20 | -1 | -4% | -2%
CCOC(=O)C1=C(CSc2nccn2C)NC(=O)NC1c1ccc(OC)cc1 (stereo unspecified)
→ 6 | 5% | 0% | -3 | 1% | 0.1% | 2 | 3 | -2 | -1% | 1%
COc1cccc(OC)c1C1=NC(C)(C)CO1
→ 1 | . | 4% | -17 | -1% | -0.2% | -7 | -3 | 3 | -9% | -1%
Cc1csc2ncnc(NC3CCN(Cc4ccccc4)CC3)c12
→ -2 | . | 0% | 9 | -1% | -0.9% | -27 | 13 | 48 | -5% | .
O=C(CN1CCN(C(c2ccccc2)c2ccccc2)CC1)Nc1ccc(N2CCOCC2)cc1
→ 0 | -22% | -6% | -4 | 1% | -0.4% | -3 | 24 | -9 | -1% | 3%
CCCN(CCC)C(=O)c1cc2c(=O)[nH]c3ccc(C)cc3c2s1
→ 2 | -10% | 3% | 8 | 8% | 0.0% | 2 | 21 | . | 3% | -2%
COc1ccc2nc(NC(=O)CSc3nnc4n3C(C)(C)Cc3ccccc3-4)sc2c1
→ 2 | -5% | -5% | -5 | -2% | 0.1% | 18 | 1 | 2 | 7% | 5%
CC(Oc1ccc2c(c1)oc(=O)c1ccccc12)C(=O)NCCN1CCOCC1 (stereo unspecified)
→ 5 | -1% | 1%[0.46 µM] | 22 | 1% | -0.2% | ? | -1 | -1 | -5% | 4%

Assay outcomes deposited in PubChem BioAssay by National Center for Advancing Translational Sciences (NCATS).

Some of the compounds tested; count on the stated rates, not on these rows.
